IP6K1 inhibitor: inhibitors of human IP6K1; IP6K1 kinase, ADP-Glo luminescence, 2 h; stronger effect = lower value; activity change, % (series mostly up to about 58 µM); actives 0.81% (n = 140,000); AID 1645851; in the data active = activity change below about -25%
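ADP-Glo luminescence measures ADP made by human IP6K1 during a 2 h RT reaction with ATP/IP6 (mix at 1.3 mM/130 uM); top library doses 57.5 and 19.1 uM final.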
HEK cytotox: HEK 293 cell cytotoxicity; HEK 293 viability, ATP luminescence (CellTiter-Glo), 48-72 h; AID 1345083; actives 6.6% (n = 94,000); Potency, µM (highest dose often 115 µM), inactives show top-dose activity change, negative = cytotoxicity, most hits filed as inhibitors; also: potency is read from the fitted curve at half-maximal effect; nearly all actives have a fitted effect of over 60% in size
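Luminescence from cellular ATP, measured with CellTiter-Glo, indicates HEK 293 viability. Cells plated at 250 cells/well are treated with compound for 48 or 72 hr at 37 degree Celsius before reagent addition.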
3T3 cytotox: cytotoxic compounds in NIH 3T3 cells. NIH 3T3 viability, CellTiter-Glo ATP luminescence, 48-72 h. Potency, µM (top dose mostly 96.7 µM), without a hit: at the highest dose activity change, negative = cytotoxicity, usual class: inhibitors. actives 4.3% (n = 94,000). AID 1345082; also: potency is read from the fitted curve at half-maximal effect; nearly all actives have a fitted effect of over 55% in size
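Mouse fibroblast NIH 3T3 cells, 400 per well, received compound via pintool and were incubated for 48 or 72 hr prior to CellTiter-Glo ATP luminescence measurement.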
GPT2 inhibitor: inhibitors of human GPT2 alanine aminotransferase. Q8TD30. Recombinant GPT2, coupled pyruvate oxidase/HRP Amplex Red fluorescence. Potency, µM (titrated, usually from 57.7 µM), inactives show at the top dose activity change, negative = inhibition, usual class: inhibitors. actives 0.25% (n = 100,000); also: potency is read from the fitted curve at half-maximal effect; nearly all actives have a fitted effect of over 60% in size; many of its hits are not listed in these tables
Target sequence (Q8TD30 whole entry, looked up): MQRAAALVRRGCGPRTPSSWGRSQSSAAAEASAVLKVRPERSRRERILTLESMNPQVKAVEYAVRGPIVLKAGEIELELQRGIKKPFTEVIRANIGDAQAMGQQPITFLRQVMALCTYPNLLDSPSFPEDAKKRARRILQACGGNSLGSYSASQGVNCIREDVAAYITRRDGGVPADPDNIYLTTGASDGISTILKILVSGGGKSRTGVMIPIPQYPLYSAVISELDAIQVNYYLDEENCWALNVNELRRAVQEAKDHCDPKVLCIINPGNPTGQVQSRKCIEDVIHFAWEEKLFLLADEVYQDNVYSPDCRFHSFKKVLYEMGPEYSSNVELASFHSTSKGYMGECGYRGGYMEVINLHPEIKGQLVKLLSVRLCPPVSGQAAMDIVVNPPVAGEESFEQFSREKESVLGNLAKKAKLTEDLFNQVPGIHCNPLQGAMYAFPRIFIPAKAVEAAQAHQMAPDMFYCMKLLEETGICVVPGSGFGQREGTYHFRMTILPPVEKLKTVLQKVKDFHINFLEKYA
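GPT2 10ng/uL, a-KG 250uM, L-Ala 2mM, HEPES pH7.5 + 0.0001% Tween; 30 min RT. Then Amplex mix (PO/HRP/ThPP), 30 min RT dark, fluorescence. AOA 50uM used as positive control.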
Luciferase inh: Photinus pyralis luciferase inhibition; Potency, µM (top dose mostly 115 µM), without a hit: top-dose activity change, negative = inhibition, usual class: inhibitors; actives 2.5% (n = 76,000); AID 1347043; P08659; purified P. pyralis luciferase, luminescence, biochemical; also: potency is read from the fitted curve at half-maximal effect; nearly all actives have a fitted effect of over 65% in size
Target sequence (P08659 whole entry, looked up): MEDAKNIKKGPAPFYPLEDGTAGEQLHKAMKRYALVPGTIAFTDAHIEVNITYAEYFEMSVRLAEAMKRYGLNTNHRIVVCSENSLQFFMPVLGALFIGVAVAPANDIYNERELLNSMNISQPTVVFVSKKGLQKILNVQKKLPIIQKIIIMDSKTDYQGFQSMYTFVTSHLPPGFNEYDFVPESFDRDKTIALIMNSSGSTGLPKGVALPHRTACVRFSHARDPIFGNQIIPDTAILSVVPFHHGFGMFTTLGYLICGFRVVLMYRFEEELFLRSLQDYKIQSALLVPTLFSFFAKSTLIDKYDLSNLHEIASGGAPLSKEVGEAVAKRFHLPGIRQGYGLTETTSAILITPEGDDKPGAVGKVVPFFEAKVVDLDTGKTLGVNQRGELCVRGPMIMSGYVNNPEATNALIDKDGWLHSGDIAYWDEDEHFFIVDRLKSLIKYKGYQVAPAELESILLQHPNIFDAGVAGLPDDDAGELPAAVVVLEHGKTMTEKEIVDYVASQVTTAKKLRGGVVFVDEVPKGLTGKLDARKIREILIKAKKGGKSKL
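Luminescence read by CCD imaging after purified firefly luciferase (10nM final) was added to substrate buffer holding 10uM D-luciferin and 10uM ATP, pH 7.5, pre-dosed with compound.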
SNCA viab count: counter-screen for SNCA expression inhibitors: cell viability; actives 0.12% (n = 150,000); Potency, µM (top dose mostly 57.1 µM), for inactives: at the highest dose activity change, negative = cytotoxicity, actives largely listed as cytotoxic; HEK-293-SNCA-luc viability, GF-AFC fluorescence, 24 h;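 also: potency is read from the fitted curve at half-maximal effect; 0% = DMSO-treated cells and -100% = medium-only wells without cells; nearly all actives have a fitted effect of over 30% in size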
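HEK-293-SNCA-luc cells (1500/well) plated 24 h, then exposed 24 h to a dilution series; GF-AFC added 30 min at 37C, fluorescence 405/540 nm; normalised to medium-only and DMSO wells, Hill fit.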
SNCA expr inh: reduces expression of the alpha-synuclein gene; HEK-293 SNCA-luciferase knock-in, luminescence, 24 h; Potency, µM (top dose mostly 57.2 µM), without a hit: at the top dose activity change, negative = inhibition, most hits filed as inhibitors; actives 0.17% (n = 140,000);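 also: potency is read from the fitted curve at half-maximal effect; plate controls were DMSO cells for no effect and cell-free wells for full effect; nearly all actives have a fitted effect of over 45% in size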
* = called active by the depositor; & = joins results of further samples; [ ] = dose if it differs, or a comment. Unless noted, calls follow the shape of the dose curve; as a rule, active = well fitted curve in the direction sought with a large enough effect; inconclusive = small, poorly fitted or top-dose-only effect, or another doubt; inactive = no such curve, though single readings can be large; an effect the other way counts as inactive or inconclusive. Unless noted, % is scaled to controls: 0 for no effect and ±100 for the full control effect. An excerpt; rates above refer to the full screens.

`O=C(Nc1ccc2c(c1)OCO2)C1CC(=O)N(c2n[nH]c3cc(Br)ccc23)C1` (stereo not drawn) gave IP6K1 inhibitor -11.3, HEK cytotox inconclusive, 3T3 cytotox -23.5%, GPT2 inhibitor inactive, Luciferase inh 3.7%, SNCA viab count 3.7% and SNCA expr inh -16.3%.
`O=C(NCC1CC1)C1CCCN(C2CCN(Cc3ccncc3)CC2)C1` (stereo not drawn) gave IP6K1 inhibitor 9.4, HEK cytotox -7.7%, 3T3 cytotox -24.1%, GPT2 inhibitor inactive, Luciferase inh 0.0%, SNCA viab count -0.2% and SNCA expr inh 20.6%.
`O=C(NC1CCCCC1)N1Cc2[nH]cnc2C[C@H]1c1nc(-c2ccc(F)c(Cl)c2)no1` gave IP6K1 inhibitor -9.0, HEK cytotox -28.8%, 3T3 cytotox inconclusive, GPT2 inhibitor -0.3%, Luciferase inh inconclusive, SNCA viab count inconclusive and SNCA expr inh 29.8%.
Screening CN(C)CC1(COc2ccc(S(C)(=O)=O)cc2)C[C@@H](O)[C@@H](O)C1 (stereo partly drawn) returned IP6K1 inhibitor -2.0, HEK cytotox -1.2%[172 µM], 3T3 cytotox 3.7%[138 µM], GPT2 inhibitor -2.5%[88.5 µM], Luciferase inh -4.2%[172 µM], SNCA viab count -2.0%[87.6 µM] and SNCA expr inh 5.5%[87.6 µM].
For O=C(c1cc(F)ccc1F)N1C[C@@H](CO)[C@H](c2ccncc2)C1 the results were IP6K1 inhibitor -3.3, HEK cytotox -13.7%, 3T3 cytotox -12.6%, GPT2 inhibitor inactive, Luciferase inh -5.9%, SNCA viab count 1.3% and SNCA expr inh -6.1%.
For OC(COc1ccccc1CNCC1CCOCC1)CN1CCSCC1 (stereo not drawn) the results were IP6K1 inhibitor 14.6, HEK cytotox 0.6%, 3T3 cytotox 2.8%, GPT2 inhibitor -7.1%, Luciferase inh -5.3%, SNCA viab count -2.3% and SNCA expr inh 7.2%.
COC(=O)C1=C(C)N(Cc2ccc(Br)cc2)C(=O)CC1c1ccccc1Cl (stereo not drawn) was read as IP6K1 inhibitor -14.5, HEK cytotox inconclusive, 3T3 cytotox inconclusive, GPT2 inhibitor -15.0%, Luciferase inh -1.9%, SNCA viab count 0.2% and SNCA expr inh -6.2%.
CC(=O)NC1(C)CN(Cc2ccc(-c3cccc(F)c3)s2)C1 was read as IP6K1 inhibitor 2.3, HEK cytotox inconclusive, 3T3 cytotox inconclusive, GPT2 inhibitor inactive, Luciferase inh inconclusive, SNCA viab count -4.4%[87.6 µM] and SNCA expr inh 158.0%[activator][87.6 µM].
`Cc1cc(C)n(CCC(=O)NCC2CCN(c3cc(-c4ccc(Cl)cc4)[nH]n3)CC2)n1` gave IP6K1 inhibitor 0.0, HEK cytotox 35.5µM*, 3T3 cytotox 31.6µM*, GPT2 inhibitor inconclusive, Luciferase inh -1.6%, SNCA viab count -3.7% and SNCA expr inh -11.6%.
Screening CCC(=O)Nc1cc(-c2ccncc2)nn1-c1ccccc1 returned IP6K1 inhibitor -0.2, HEK cytotox -8.3%[172 µM], 3T3 cytotox inconclusive, GPT2 inhibitor inactive, SNCA viab count 5.2%[87.6 µM] and SNCA expr inh 0.8%[87.6 µM].
CCC(C(=O)NC1CCN(c2cc(C(F)(F)F)nc(C)n2)CC1)c1ccccc1 (stereo not drawn) was read as IP6K1 inhibitor 10.3, HEK cytotox inconclusive, 3T3 cytotox -20.6%, GPT2 inhibitor -8.0%, Luciferase inh 1.7%, SNCA viab count -7.1% and SNCA expr inh -12.5%.
For CCN1c2cc(C(=O)NCc3ccc4c(c3)OCO4)ccc2C(=O)N2CCCCCC21 (stereo not drawn) the results were IP6K1 inhibitor 16.0, HEK cytotox inconclusive, 3T3 cytotox inconclusive, GPT2 inhibitor -12.6%, Luciferase inh -19.9%, SNCA viab count 18.8%[12.5 µM] and SNCA expr inh 23.7%.
`Cc1ccc(Cl)cc1NC(=O)Cn1c(=O)oc2cc(S(=O)(=O)N3CCCCCC3)ccc21` gave IP6K1 inhibitor -2.5, SNCA viab count 10.4% and SNCA expr inh -13.9%.
Screening Cc1ccc(NC(=O)c2c(C)oc3ccc(O)c(CN(C)Cc4ccccc4)c23)c(C)c1 returned IP6K1 inhibitor -10.3, SNCA viab count inconclusive and SNCA expr inh inconclusive.
For O=C(Cn1ccn2nc(-c3ccccc3)c(CO)c2c1=O)Nc1ccccc1Cl the results were IP6K1 inhibitor 3.3, HEK cytotox -3.0%, 3T3 cytotox 1.7%, GPT2 inhibitor inactive, Luciferase inh -3.5%, SNCA viab count 18.9% and SNCA expr inh 2.9%.
COc1ccc(CCNS(=O)(=O)c2c(C)nc3sccn3c2=O)cc1OC was read as IP6K1 inhibitor -0.3, SNCA viab count -13.5% and SNCA expr inh -1.6%.
`N[C@H]1CCN2C(=O)c3cc(-c4ccc(F)cc4F)ccc3NC(=O)[C@H]12` gave IP6K1 inhibitor -14.6, HEK cytotox inconclusive, 3T3 cytotox 112µM*, GPT2 inhibitor inactive, Luciferase inh 1.2%[172 µM], SNCA viab count -0.4%[87.6 µM] and SNCA expr inh 0.8%[87.6 µM].
For CCc1nnc(NC(=O)C(=O)c2cc(C)n(-c3ccccc3)c2C)s1 the results were IP6K1 inhibitor -4.4, SNCA viab count -10.0% and SNCA expr inh -6.4%.
CSc1ccc(CCNC(=O)C(C)n2nc(C)c3sc4ccccc4c3c2=O)cc1 (stereo not drawn) was read as IP6K1 inhibitor -4.0, SNCA viab count -2.8% and SNCA expr inh -3.3%.
`COCCCn1c(C)cc(C(=O)N2CCCCCCNC(=O)CC2)c1C` gave IP6K1 inhibitor 9.6, HEK cytotox -4.6%, 3T3 cytotox -17.0%, GPT2 inhibitor inactive, Luciferase inh -1.5%, SNCA viab count 8.5% and SNCA expr inh 16.9%.
For Cc1nc(-c2cn(C3CCCN(C(=O)COc4ccc(F)cc4)C3)nn2)no1 (stereo not drawn) the results were IP6K1 inhibitor 9.0, HEK cytotox -5.6%, 3T3 cytotox -2.6%, GPT2 inhibitor -0.1%, Luciferase inh 0.9%, SNCA viab count 5.9% and SNCA expr inh 20.1%.
Screening COc1ccc(NC(=O)c2ccco2)cc1NC(=O)c1cc(Br)ccc1Cl returned IP6K1 inhibitor -5.2, SNCA viab count -0.6% and SNCA expr inh inconclusive.
`CN(C)CCC(=O)N1Cc2ccccc2CC2(CCCN(C)C2)C1` (stereo not drawn) gave IP6K1 inhibitor 10.0, HEK cytotox -25.8%, 3T3 cytotox inconclusive, GPT2 inhibitor inactive, SNCA viab count -7.4% and SNCA expr inh -17.7%.
`Cc1ccc(C2Cn3cnc(C(=O)N4CCC(C(=O)NCc5cccs5)CC4)c3CO2)cc1` (stereo not drawn) gave IP6K1 inhibitor 3.2, HEK cytotox 1.5%, 3T3 cytotox 1.8%, GPT2 inhibitor inactive, Luciferase inh inconclusive, SNCA viab count 1.6% and SNCA expr inh 3.5%.
`COc1ccc2c(c1)c(CN1C[C@@H](C(N)=O)[C@H](c3nc(C)no3)C1)cn2C(C)C` gave IP6K1 inhibitor 0.2, HEK cytotox inconclusive, 3T3 cytotox inconclusive, GPT2 inhibitor -2.6%, Luciferase inh 6.8%, SNCA viab count -19.5% and SNCA expr inh inconclusive.
Screening CCc1ccc(-c2cc(C)no2)cc1S(=O)(=O)Nc1ccc(C)cn1 returned IP6K1 inhibitor 3.7, SNCA viab count -1.8% and SNCA expr inh 3.0%.
Screening CCOC(=O)c1cnc2ccccc2c1Nc1ccc(N2CCOCC2)cc1 returned IP6K1 inhibitor -7.9, SNCA viab count -0.2% and SNCA expr inh 30.8%[activator].
Screening O=C1CC(c2ccccc2)N(C(=O)C2CC2)CCCN(S(=O)(=O)c2cccs2)CCN1 (stereo not drawn) returned IP6K1 inhibitor 12.3, HEK cytotox -1.2%, 3T3 cytotox -14.7%, GPT2 inhibitor inactive, Luciferase inh -7.9%, SNCA viab count -13.3% and SNCA expr inh -14.4%.
Screening COc1ccccc1-c1cc2[nH]ccc2c(C(=O)NCc2c(C)cc(C)[nH]c2=O)n1 returned IP6K1 inhibitor 13.2, HEK cytotox inconclusive, 3T3 cytotox inconclusive, GPT2 inhibitor inconclusive, Luciferase inh -11.6%[172 µM], SNCA viab count -11.1%[87.6 µM] and SNCA expr inh -10.2%[87.6 µM].
Screening CCc1ccc(NC(=O)c2ccc3c(c2)N(C)C2CCCCCN2C3=O)cc1 (stereo not drawn) returned IP6K1 inhibitor 5.4, HEK cytotox inconclusive, 3T3 cytotox inactive, GPT2 inhibitor inactive, Luciferase inh inconclusive, SNCA viab count -10.9%[12.5 µM] and SNCA expr inh inconclusive.
COc1cccc(C2=CC(c3ccccc3F)n3ncc(C(=O)Nc4ccc(C)cc4)c3N2)c1 (stereo not drawn) was read as IP6K1 inhibitor 4.0, SNCA viab count 15.0% and SNCA expr inh -0.3%.
COC(=O)c1ccccc1NC(=O)C1CCN(C(=O)N2CC(C)Oc3ccccc32)CC1 (stereo not drawn) was read as IP6K1 inhibitor 10.9, SNCA viab count 1.5% and SNCA expr inh 6.0%.
COc1ccc(OC)c(S(=O)(=O)N2CCCOCCNC(=O)[C@@H]3CCC[C@@H]32)c1 was read as IP6K1 inhibitor 27.8, HEK cytotox inactive, 3T3 cytotox -11.3%, GPT2 inhibitor -6.9%, Luciferase inh -0.8%, SNCA viab count 7.6% and SNCA expr inh -10.5%.
For CC(C)(C)C(=O)Oc1ccc(S(=O)(=O)Nc2ccccc2C(=O)NCC(=O)O)cc1 the results were IP6K1 inhibitor 22.8, GPT2 inhibitor -1.1%&-4.4%, SNCA viab count 2.4% and SNCA expr inh 9.2%.
`CCCN(CC1CCOC1)C(=O)Nc1cc(F)ccc1F` (stereo not drawn) gave IP6K1 inhibitor 11.5, HEK cytotox 3.7%, 3T3 cytotox -6.4%, GPT2 inhibitor inactive, Luciferase inh -0.6%, SNCA viab count 0.2% and SNCA expr inh 1.2%.
Screening Cc1ccc(NC(=O)C(=O)NCC(c2ccc3c(c2)OCO3)N2CCN(c3ccccc3)CC2)cc1 (stereo not drawn) returned IP6K1 inhibitor 13.7, SNCA viab count 0.1% and SNCA expr inh 12.6%.
CCCNC(=O)C(Cc1ccccc1)NS(=O)(=O)c1ccc2c(c1)c(=O)n(C)c(=O)n2C (stereo not drawn) was read as IP6K1 inhibitor 8.9, SNCA viab count -10.1% and SNCA expr inh -3.3%.
O=C(NCc1nnc2ccc(-c3ccccc3)nn12)c1cccc(C(F)(F)F)c1 was read as IP6K1 inhibitor 10.5, HEK cytotox inconclusive, 3T3 cytotox inconclusive, GPT2 inhibitor -0.5%, Luciferase inh -2.6%, SNCA viab count -19.0% and SNCA expr inh -1.9%.

Random excerpt: 2 entries already listed
COc1cccc(C2=CC(c3ccccc3F)n3ncc(C(=O)Nc4ccc(C)cc4)c3N2)c1 (stereo not drawn) was read as IP6K1 inhibitor 4.0, SNCA viab count 15.0% and SNCA expr inh -0.3%.
Screening COc1ccc(NC(=O)c2ccco2)cc1NC(=O)c1cc(Br)ccc1Cl returned IP6K1 inhibitor -5.2, SNCA viab count -0.6% and SNCA expr inh inconclusive.

High-throughput results (PubChem)
